Bioassay records (PubChem BioAssay)
BAZ2B inh = BAZ2B (human) inhibition; Q9UIF8; AlphaScreen BAZ2B-H3K14Ac peptide displacement; Potency, µM (highest dose often 114 µM), inactives show top-dose activity change, negative = inhibition, usual class: inhibitors; 4.4% of 360,000 active; note: % is set by controls: 0 for no effect and ±100 for the full control effect; nearly all actives have a fitted effect of over 60% in size
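Inhibition is scored as reduced AlphaScreen emission. The BAZ2B/b-H3(5-23)K14Ac complex (50 nM each) in PBS pH 7.4, 0.01% Tween-20 meets compound (up to 110 uM) for 30 min at RT before bead addition.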
Anesthetic bind = candidate novel general anesthetic via apoferritin binding; P02791; apoferritin/1-aminoanthracene competitive binding, fluorescence; Potency, µM (top dose mostly 77.5 µM), for inactives: top-dose activity change, negative = displacement, hits mostly inhibitors; 0.074% of 350,000 active; AID 485281; note: % is set by controls: 0 for no effect and ±100 for the full control effect; nearly all actives have a fitted effect of over 20% in size
Target sequence (P02791 2-175 limits assumed): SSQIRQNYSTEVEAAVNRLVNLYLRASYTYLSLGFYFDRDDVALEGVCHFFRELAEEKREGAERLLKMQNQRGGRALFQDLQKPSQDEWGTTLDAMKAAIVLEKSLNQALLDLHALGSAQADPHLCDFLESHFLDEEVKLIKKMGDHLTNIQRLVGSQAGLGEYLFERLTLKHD
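10 uM apoferritin + 50% sat. 1-AMA, PBS; cpd 10 min RT; Ex380/Em535 endpoint; normalized to free probe vs complex; 4-param Hill fit; propofol titration as pos. ctrl.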
POLB inh = inhibitors of human DNA polymerase beta; P06746; Pol beta primer extension/strand displacement, fluorescence kinetic; Potency, µM (series often up to 114 µM), for the others: top-dose activity change, negative = inhibition, usual class: inhibitors; 1.3% of 340,000 active; note: % is set by controls: 0 for no effect and ±100 for the full control effect
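Preincubation: enzyme (10 nM) with compound, 15 min, RT. Reaction: substrate added to 50 nM final. Reads: 0 and 10 min. Analysis: normalized, Hill fit.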
Pol iota inh = DNA polymerase iota (human) inhibition; 1% of 390,000 active; Potency, µM (doses to about 115 µM), for inactives: top-dose activity, negative = inhibition, most hits filed as inhibitors; Pol iota fluorescent replication assay, 10 min
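Pol iota at 10 nM preincubated 15 min with compounds at room temperature; reaction started with fluorescent substrate, 50 nM final. Fluorescence read kinetically at 0 and 10 min; buffer-only wells as negative control.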
BLM helicase inh = Bloom syndrome helicase (human) inhibition; 0.2% of 350,000 active; P54132; Potency, µM (titrated, usually from 56.1 µM), inactives show at the top dose activity change, negative = inhibition, actives largely listed as inhibitors; recombinant BLM DNA unwinding, fluorescence dequenching;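 note: plate controls were vehicle for no effect and no enzyme for full effect; nearly all actives have a fitted effect of over 35% in size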
Pol kappa inh = blocks human DNA polymerase kappa activity. purified Pol kappa, fluorescent DNA synthesis assay, 10 min. Potency, µM (doses to about 107 µM), without a hit: top-dose activity, negative = inhibition, hits mostly inhibitors. 0.53% of 400,000 active. Q9UBT6; note: % is set by controls: 0 for no effect and ±100 for the full control effect
Target sequence (Q9UBT6 whole entry, looked up): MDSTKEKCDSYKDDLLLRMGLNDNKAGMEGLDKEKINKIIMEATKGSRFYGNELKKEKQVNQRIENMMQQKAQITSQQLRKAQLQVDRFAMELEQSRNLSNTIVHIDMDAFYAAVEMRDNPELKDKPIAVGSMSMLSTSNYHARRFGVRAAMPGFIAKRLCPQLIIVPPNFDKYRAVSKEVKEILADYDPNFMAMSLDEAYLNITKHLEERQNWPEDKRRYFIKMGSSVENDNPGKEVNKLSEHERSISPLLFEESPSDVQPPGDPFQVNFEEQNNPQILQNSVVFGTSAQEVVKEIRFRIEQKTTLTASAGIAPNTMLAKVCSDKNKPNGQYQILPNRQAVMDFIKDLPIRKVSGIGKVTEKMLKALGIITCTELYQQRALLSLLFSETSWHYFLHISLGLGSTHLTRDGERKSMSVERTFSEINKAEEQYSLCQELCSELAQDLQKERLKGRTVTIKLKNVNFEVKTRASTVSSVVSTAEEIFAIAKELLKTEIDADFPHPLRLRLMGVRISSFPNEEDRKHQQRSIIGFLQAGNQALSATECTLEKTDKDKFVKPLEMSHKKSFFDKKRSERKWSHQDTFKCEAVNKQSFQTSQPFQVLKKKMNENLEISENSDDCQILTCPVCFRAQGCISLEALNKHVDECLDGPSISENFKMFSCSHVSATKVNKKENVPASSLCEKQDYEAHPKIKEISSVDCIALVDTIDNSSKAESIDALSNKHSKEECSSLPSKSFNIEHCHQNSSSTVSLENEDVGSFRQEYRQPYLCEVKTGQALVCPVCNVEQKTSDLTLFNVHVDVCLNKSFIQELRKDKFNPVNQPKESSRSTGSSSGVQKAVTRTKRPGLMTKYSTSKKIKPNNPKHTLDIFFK
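Activity was followed as the change in fluorescence between reads at 0 and 10 min after starting the reaction with 50 nM substrate. Beforehand, 10 nM polymerase had been preincubated with compound for 15 min at room temperature.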
APEX1 inh = APE1 (human) endonuclease inhibition; 0.35% of 350,000 active; P27695; Potency, µM (top dose mostly 65.8 µM), for inactives: at the highest dose activity change, negative = inhibition, actives largely listed as inhibitors; recombinant APE1, TAMRA/BHQ-2 abasic DNA cleavage fluorescence;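 note: plate controls were vehicle for no effect and reference inhibitor for full effect; nearly all actives have a fitted effect of over 55% in size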
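Activity was derived from the fluorescence gain between first and third kinetic reads (60 s intervals, ex 525/em 598 nm) after 50 nM THF-abasic TAMRA/BHQ-2 duplex was added to 0.75 nM APE1 preincubated 15 min with compound.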
G9a inh = inhibitors of human histone lysine methyltransferase G9a | Q96KQ7 | 8.8% of 350,000 active | AID 504332 | Potency, µM (titrated, usually from 102 µM), for the others: top-dose activity, negative = inhibition, usual class: inhibitors | G9a H3K9 monomethylation, AlphaScreen, 2 h; note: % is set by controls: 0 for no effect and ±100 for the full control effect; nearly all actives have a fitted effect of over 75% in size
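Quantitative HTS format: methyltransferase activity on a biotin-tagged H3K9 peptide is measured by AlphaScreen, using a rabbit anti-monomethyl-H3K9 antibody with streptavidin donor and anti-IgG acceptor beads. Final levels are 20 nM enzyme, 500 nM peptide, 20 uM SAM; 2 h RT.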
POLH inh = DNA polymerase eta (human) inhibition; recombinant Pol eta, fluorescent DNA replication assay; 1.2% of 390,000 active; Q9Y253; Potency, µM (series often up to 114 µM), inactives show at the top dose activity change, negative = inhibition, hits mostly inhibitors; note: % is set by controls: 0 for no effect and ±100 for the full control effect
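Pol eta (10 nM) was preincubated with compounds for 15 min at room temperature, after which fluorescent replication substrate (50 nM final) was added to start the reaction. Fluorescence was read kinetically at 0 and 10 min.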
Numbers without * were called inactive; u = inconclusive; x = no result given; & = joins results of further samples; ! = repeats disagree; [ ] = remark or other dose. Calls come from the whole dose curve; as a rule, active = well fitted curve in the direction sought with a large enough effect; inconclusive = small, poorly fitted or top-dose-only effect, or another doubt; inactive = no such curve, though single readings can be large; an effect the other way counts as inactive or inconclusive. Potency is the fitted concentration of half-maximal effect. This is a subset; the hit share may differ from the screen's.

Preview, 2 compounds:
# | SMILES | BAZ2B inh | Anesthetic bind | POLB inh | Pol iota inh | BLM helicase inh | Pol kappa inh | APEX1 inh | G9a inh | POLH inh
1 | CC(=O)CSc1nnc(C(F)(F)F)n1C | 2% | -4% | 39% | 107%[activator] | -2% | 2% | 1% | 10%[59 µM] | -9%
2 | COc1ccc(-c2noc(COc3ccc(C)c(C)c3)n2)cc1OC | 50%[activator] | 1% | -1% | 18% | -10% | -1% | -1% | 29% | -4%

Results, from the first entry:
# | SMILES | BAZ2B inh | Anesthetic bind | POLB inh | Pol iota inh | BLM helicase inh | Pol kappa inh | APEX1 inh | G9a inh | POLH inh
1 | CC(=O)CSc1nnc(C(F)(F)F)n1C | 2% | -4% | 39% | 107%[activator] | -2% | 2% | 1% | 10%[59 µM] | -9%
2 | COc1ccc(-c2noc(COc3ccc(C)c(C)c3)n2)cc1OC | 50%[activator] | 1% | -1% | 18% | -10% | -1% | -1% | 29% | -4%
3 | COC(=O)c1ccc(CSc2n[nH]c(C)n2)o1 | 11% | -1% | 25% | 20% | 5% | -17% | -5% | -2%[59 µM] | -23%
4 | Cc1nn(Cc2c(Cl)cccc2Cl)c(C)c1N | -30% | 4% | 14% | 20% | -8% | -12% | 0% | 2%[59 µM] | 5%
5 | C=C1CCN([C@H](C(=O)OCc2cccc(C)c2)C(C)C)S(=O)(=O)c2ccccc21 | 26% | 56%[activator] | 1% | -4% | -10% | -12% | -3% | u | -16%
6 | COCc1cccc(C2=CC(=O)C[C@H](c3ccc(OC)cc3)C2)c1 | 0% | x | x | 10% | x | -25% | -4% | -3%[0.501 µM] | -16%
7 | CSc1ccc(S(=O)(=O)NCC(=O)OCC(=O)N2CCC(C)CC2)cc1[N+](=O)[O-] | 3% | x | x | 9% | x | 7% | -22% | -10%[12.7 µM] | -14%
8 | Cc1cc(C)n(CC(O)COc2ccc(Cl)cc2)n1 (stereo not drawn) | 5% | -6% | 23% | 85%[activator] | -1% | -15% | -6% | -3%[0.501 µM] | 0%
9 | CCc1ccc(OCC(=O)N(C)CCC#N)c(Br)c1 | -1% | -9% | 17% | 9%[58.9 µM] | 1% | -8% | -9% | 8%[12.7 µM] | -12%
10 | CCCCNC(=O)CSc1ccc(S(=O)(=O)N2CCOCC2)cn1 | -5% | x | x | -1% | x | -3% | 0% | -46%[59 µM] | -2%
11 | O=C(NCCNCC(O)COc1ccc(O)cc1)N1CCOCC1 (stereo not drawn) | x | x | 12%[57.1 µM] | -22% | 3% | -3% | -3%&1% | u | 1%
12 | COc1cccc(C2CC(c3cccs3)Nc3ncnn32)c1 (stereo not drawn) | -34% | -8% | 3% | 18% | -5% | -10% | 5% | u | -3%
13 | COc1ccccc1NC(=O)Cc1csc(NC(=S)Nc2ccc(C)cc2)n1 | -4% | 2% | 5% | 2% | -11% | -20% | -3% | -14% | -18%
14 | O=C(COC(=O)c1ccc(Cl)nc1)Nc1ccc2ccccc2c1 | 4% | x | x | -8% | x | -4% | 33% | u | -3%
15 | CN1CCN(CCCNC(=O)c2cc3c(-c4ccc(Cl)cc4)nn(C)c3s2)CC1 | -4% | -10% | u | -10% | 169%[activator] | -5% | u | u | 4%
16 | O=C(COc1ccc(Cl)cc1)NCc1nnc(SCC(=O)N2CCCCC2)o1 | -14% | -20% | -3% | 34%[activator] | -1% | -6% | 3% | 4% | -13%
17 | CCOC(CNC(=O)C(=O)Nc1cc2c3c(c1)CCC(=O)N3CCC2)OCC | -4% | -5% | 32% | u | -4% | -10% | 0% | x | -10%
18 | COc1ccc(OC)c(CCNC(=O)c2cnn(-c3ccc(C)cc3C)c2C2CCN(C(=O)OC(C)(C)C)CC2)c1 | -23%[57.1 µM] | -7% | 7% | -2% | -8% | -7% | x | u | -18%
19 | O=C(NC1CCCCC1)C(c1ccco1)N(Cc1cccs1)C(=O)Cn1nnc2ccccc21 (stereo not drawn) | 16% | -23% | 0% | -2%[58.9 µM] | -7% | 1% | -3% | 4% | -12%
20 | COc1ccccc1C(=O)COC(=O)CN1C(=O)C2CC=CCC2C1=O (stereo not drawn) | -3% | x | x | 57%[activator] | x | 14% | 20% | -32%[0.501 µM] | -15%
21 | COCC(=O)Nc1ccc(N2CCCC2)c(S(=O)(=O)Nc2ccccc2OC)c1 | -2% | x | x | -7% | x | -1% | -21% | 19%[2.33 µM] | -23%
22 | CN(C(=O)C1CCCCN1S(=O)(=O)c1ccccc1)c1ccccc1 (stereo not drawn) | x | x | x | 12% | x | -18% | 1% | x | 0%
23 | COc1ccc(N=N/C(C(C)=O)=C(/C)O)cc1 | -29% | -11% | 0% | 30% | -1% | 9% | 0% | 1% | 1%
24 | CCc1nc2ccccc2c(NC(=O)CN2CC(C)CC(C)C2)c1C (stereo not drawn) | -25% | -18% | 21% | -21% | -1% | -17% | -4% | -5%[59 µM] | -8%
25 | COc1ccccc1N1CC(C(=O)Nc2ccccc2N2CCCC2)CC1=O (stereo not drawn) | -7% | x | x | 20% | x | 1% | 23% | -34% | -13%
26 | CCOC(=O)c1scc(-c2ccc(C)cc2)c1S(=O)(=O)Nc1cc(C)ccc1C | -9% | -2% | -1% | -27% | -7% | -4% | x | -6%[59 µM] | -10%
27 | Nc1nc(SCc2cccc([N+](=O)[O-])c2)n[nH]1 | 0% | -4% | 1% | 25% | -2% | -5% | 53%[activator] | -7% | -1%
28 | NC(=O)CC(NC(=O)Cc1ccc(Cl)cc1)c1ccc(NC2CCCCC2)c([N+](=O)[O-])c1 (stereo not drawn) | 4% | -4% | 0% | -16% | -2% | 13% | 2% | 2%[12.7 µM] | 1%
29 | C[n+]1cn(Cc2ccc(C#N)cc2)c2ccccc21 | 0% | 10% | 4% | 37% | -2% | 11% | 70%[activator] | 0% | -12%
30 | COc1cc(NCc2ccc3nc(N)nc(N)c3c2C)cc(OC)c1OC | x | -15% | x | x | 18µM*! | u | u | 10µM* | x
31 | CN1CCN(C(=O)/C=C/c2ccc([N+](=O)[O-])cc2)CC1 | 6% | 2% | 84% | 27% | -3% | -1% | 5% | -6%[59 µM] | -4%
32 | Cc1nn(CC(=O)N2CCN(c3cccc(Cl)c3)CC2)c(=O)c2c1sc1ccccc12 | -20% | -9% | 7% | 8% | -10% | 1% | x | u | 9%
33 | CC(C)COC(=O)C1C2C=CC3(CN(C4CCCC4)C(=O)C13)O2 (stereo not drawn) | -4% | 6% | -14% | -16% | -1% | -22% | 2% | 5%[59 µM] | -13%
34 | CCOC(=O)C1CCN(C(=O)c2ccc3c(c2)C(=O)N(c2ccccc2C)C3=O)CC1 | 3% | x | x | 26% | x | -5% | 16% | 10%[0.501 µM] | -22%
35 | CCOC(=O)c1c(C)[nH]c(C)c1C(=O)CSc1nc2ccccc2[nH]1 | 0% | -6% | -8%[57.1 µM] | 12% | 1% | -10% | -2% | u | -18%
36 | O=C(Nc1ccc([N+](=O)[O-])cc1)C1CC1(c1ccccc1)c1ccccc1 (stereo not drawn) | 9% | -12% | 1% | -9% | 1% | -17% | -7% | 24%[59 µM] | u
37 | CCCn1c(=NC(C)=O)c(C(=O)OCC)cc2c(=O)n3ccccc3nc21 | -3% | 182%[activator] | 2% | 6% | 0% | -3% | 3% | 12%[12.7 µM] | 1%
38 | Cc1ccc(NC(=O)COC(=O)CNC(=O)c2ccc(C)s2)cc1 | -11% | -4% | 0% | 30%[activator] | 0% | -16% | -7% | 2% | 5%
39 | Cc1cc(C)cc(OCC(=O)Nc2cc(C)on2)c1 | 9% | -3% | u | 17% | -3% | -1% | 4% | 7% | -18%
40 | COc1ccccc1NC(=O)c1sc2nc(-c3ccco3)ccc2c1N | -6% | -2% | 0% | -13% | -5% | -4% | -6% | 2.5µM* | u
41 | CC(Nc1ccc2ccccc2c1)C(=O)N/N=C/c1ccncc1 (stereo not drawn) | 8% | x | x | 56%[activator] | x | -15% | 18% | -12%[12.7 µM] | -18%
42 | O=C1CCCC2=C1C(c1ccsc1)CC(=O)N2c1ccccc1 (stereo not drawn) | 9% | -8% | -13% | 15% | 0% | -10% | 3% | 10%[12.7 µM] | -4%
43 | CCC1=NN2C(=N)/C(=C/c3cc(C)n(-c4ccccc4)c3C)C(=O)N=C2S1 | -10% | -8% | 6% | 132%[activator] | -5% | 0% | 6% | -24% | 5%
44 | Cc1ccc(C(=O)Nc2cccc3ncccc23)cc1[N+](=O)[O-] | -22% | -12% | u | 24% | -9% | 2% | -5% | 35%[12.7 µM] | -3%
45 | CC(NC(=O)c1ccc2nc(CCc3ccccc3)oc2c1)c1ccccc1 (stereo not drawn) | 3% | -7% | -24% | 13% | -3% | -7%[60.1 µM] | x | 17%[59 µM] | -8%
46 | CCc1cc2c(cc3c(=O)n(CC(=O)N4CCN(c5cc(Cl)ccc5C)CC4)nc(CC)n32)s1 | -8% | 2% | 2% | 37%[activator] | -6% | -9% | x | -1%[59 µM] | -16%
47 | COc1cc(/C=N/NC(=O)CC2C(=O)NN=C2C)ccc1O (stereo not drawn) | -3% | -2% | -2% | 30%[activator] | 1% | 7% | -2% | 1% | 1%
48 | Cc1nc(N2CCOCC2)c2c(C(=O)N3CCN(c4ccccc4F)CC3)c(C)oc2n1 | 9%[57.1 µM] | 4% | -14% | 9% | -1% | -3% | x | -30%[59 µM] | -9%
49 | CCOC(=O)C(CC(=O)O)N1CCCCC1 (stereo not drawn) | 1% | -6% | 14% | 20% | 0% | -20% | -1% | -8% | 1%
50 | CCOc1cc2[nH]c(=O)n(CCCCC(=O)N3CCN(c4cccc(Cl)c4)CC3)c(=O)c2cc1OCC | -2% | -1% | 9% | 12% | -3% | -1%[60.1 µM] | x | 10%[59 µM] | -12%
51 | COc1cc(OC)c(/C=N/NC(=O)c2ccc(NC(C)=O)cc2)cc1Br | -3% | 1% | -2% | u | -9% | -11% | 0% | -4% | -3%
52 | CC(=O)c1cccc(NC(=S)N2CCN(CCN3C(=O)c4cccc5cccc(c45)C3=O)CC2)c1 | 4% | -3% | 4% | -12% | -8% | -7% | 5% | 3% | -11%
53 | Cc1[nH]c2ccccc2c1C(=O)CSc1nc2ccccc2c(=O)n1CCCN1CCOCC1 | -38% | -17% | 17% | u | -1% | 0% | -2% | u | -4%
54 | O=[N+]([O-])c1ccc(OCc2nnc(-c3ccccc3)o2)cc1 | 0% | -9% | 20% | 23% | -2% | -11% | 11% | 19% | -4%
